KKLEB tox = CF airway cell cytotoxicity counter-screen. KKLEB CF airway cells viability, ATPlite luminescence, overnight; hits give low values; cells stimulated with P. aeruginosa culture filtrate. activity change (cytotoxicity), % at 5 µM. 0.36% of 360,000 active. AID 602141;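 active = corrected activity change at or below -50% at 5 µM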
CF NFkB inh = cystic fibrosis NF-kB activation inhibition; KKLEB NF-kB-GFP reporter, PAF-induced, GFP fluorescence overnight; 0.86% of 360,000 active; inhibition, % at 5 µM;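 active = at least 50% inhibition at 5 µM, scaled per plate between neutral and stimulator controls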;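 note: PAF is a Pseudomonas aeruginosa culture filtrate used as stimulus; plate controls were PAF-stimulated DMSO wells for no effect and unstimulated DMSO wells for full effect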
TRAIL sens C8 = sensitizes caspase-8 expressing cells to TRAIL; NB7+C8 cells + TRAIL, ATPlite viability luminescence; inhibition (viability loss, TRAIL sensitization), % at 10 µM; 1% of 360,000 active; AID 624354;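 active = compounds causing at least 50% loss of cell viability in the single-dose screen, relative to plate controls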
SRC3 inh = inhibits human SRC3 coactivator | AID 588352 | Q9Y6Q9 | inhibition, % at 3.6 µM | HEK293 GAL4-SRC3 luciferase reporter, luminescence | 0.17% of 360,000 active;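 active = inhibition above a per-campaign cutoff, the mean of all compounds plus 3 SD, cut at about 60% in these data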;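 note: 0% = DMSO-treated cells and 100% = gossypol-treated cells at 36 µM; higher means less SRC3-driven luciferase light from the GAL4 reporter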
EBV LMP1 NFkB = Epstein-Barr LMP1 NF-kappaB reporter inhibition | LMP1-induced NF-kappaB luciferase reporter cells, luminescence | inhibition, % at 12.5 µM | 0.69% of 350,000 active | AID 504558; in the data active = inhibition above about 41%;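 note: 0% = neutral control wells and 100% = reference inhibitor control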
TWEAK Fn14 block = blocks TWEAK-Fn14 interaction in a reporter cell assay. TWEAK-stimulated Fn14 reporter cells, luciferase luminescence, 8 h. inhibition, % at 10 µM. 2% of 360,000 active. AID 1159606; in the data active = inhibition above about 50%
Shn3 inh set2 = inhibitors of Schnurri-3 3'UTR reporter in osteoblasts; 0.52% of 360,000 active; Clone20 osteoblast Shn3 3'UTR firefly luciferase, 24 h; inhibition, % at 12.5 µM;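 active = mean inhibition of at least 75% with every replicate also reaching 75%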;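 note: 0% = median of neutral control wells and 100% = pilot-screen positive control compound; some compounds past the cut are filed as inactive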
NCOA1 inh = human NCOA1 inhibition; Q15788; HEK293 GAL4-SRC1 luciferase reporter, luminescence; inhibition, % at 3.6 µM; 0.12% of 360,000 active; AID 588354;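 active = inhibition above the campaign mean plus 3 SD, with each screening campaign given its own cutoff, cut at about 60% in these data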;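 note: 0% = DMSO treated cells and 100% = gossypol at 36 µM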
NR5A2 inv ag = NR5A2 inverse agonism in reporter assay; 0.13% of 360,000 active; HEK293T StAR-luciferase reporter, LRH-1 transfected, 24 h; inhibition, % at 3.6 µM; AID 602396; O00482;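 active = inhibition above the mean inhibition of all tested compounds plus 3 SD, cut at about 73% in these data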;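 note: 0% = DMSO wells and 100% = reporter-only cells lacking LRH-1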
NR2F2 inh = blocks human COUP-TFII nuclear receptor; P24468; HEK293T NGFI-A luciferase reporter, luminescence; inhibition, % at 8.6 µM; 0.7% of 370,000 active; AID 686940;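 active = inhibition above a per-plate cutoff, mean inhibition of test wells between control levels plus 3 SD, cut at about 38% in these data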;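 note: cells cotransfected with COUP-TFII expression vector driving the NGFI-A reporter; 0% = median of COUP-TF2 test wells and 100% = reporter-only cells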
TROY signal inh = blocks TROY-dependent signaling in reporter cells; Q293 LMP1-TROYcd NF-kB luciferase reporter, 4 h; inhibition, % at 10 µM; 0.98% of 360,000 active;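 active = compounds whose plate-normalised and pattern-corrected inhibition of the luciferase reporter signal at the single screening dose is 50% or more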
Numbers without * were called inactive; nt = no result given; & = joins results of further samples.

Start of the data: the first 6 compounds, to show the layout:
nr | SMILES | KKLEB tox | CF NFkB inh | TRAIL sens C8 | SRC3 inh | EBV LMP1 NFkB | TWEAK Fn14 block
1 | COC(=O)Cn1cnc2c(C#N)c3n(c2c1=O)CCCCC3 | 5 | 4 | 6 | 6 | -1 | 0
2 | COc1ccc(CNC(=O)C2(CC3CC(c4ccccc4)=NO3)CCNCC2)cc1 (stereo unspecified) | 0 | -14 | 10 | 6 | 0 | 16
3 | C#CCC(NC(=O)c1ccc(C#N)cc1)C(=O)NCCC (stereo unspecified) | 8 | -7 | 5 | 22 | 1 | -9
4 | CCCCC(=O)NC1(C(F)(F)F)C(=O)N(CC(C)C)C2=C1C(=O)CC(C)(C)C2 (stereo unspecified) | 10 | -22 | 2 | 9 | -18 | 22
5 | CCCCn1c(SCC(=O)OC)nc2c1c(=O)n(C)c(=O)n2C | 5 | -9 | -8 | 15 | -4 | -11
6 | Nc1ccc(C(=O)O)cc1 | 17&-4&16 | 8&-6&6 | 10&-3&-5 | 8&-13&6 | -23&-2&-116 | -38&-3&11

nr | Shn3 inh set2 | NCOA1 inh | NR5A2 inv ag | NR2F2 inh | TROY signal inh
1 | -12 | -23 | -10 | -14 | 17
2 | -14 | 2 | -1 | -7 | 0
3 | 3 | -10 | 10 | -12 | 1
4 | 11 | -13 | 2 | 0 | 9
5 | -16 | 9 | -1 | -7 | 6
6 | -19&-1&1 | 10&-23&-3 | 30&-19&-5 | -3&3&-2 | -1&-4&2

The whole of this part, repeating the preview:
nr | SMILES | KKLEB tox | CF NFkB inh | TRAIL sens C8 | SRC3 inh | EBV LMP1 NFkB | TWEAK Fn14 block
1 | COC(=O)Cn1cnc2c(C#N)c3n(c2c1=O)CCCCC3 | 5 | 4 | 6 | 6 | -1 | 0
2 | COc1ccc(CNC(=O)C2(CC3CC(c4ccccc4)=NO3)CCNCC2)cc1 (stereo unspecified) | 0 | -14 | 10 | 6 | 0 | 16
3 | C#CCC(NC(=O)c1ccc(C#N)cc1)C(=O)NCCC (stereo unspecified) | 8 | -7 | 5 | 22 | 1 | -9
4 | CCCCC(=O)NC1(C(F)(F)F)C(=O)N(CC(C)C)C2=C1C(=O)CC(C)(C)C2 (stereo unspecified) | 10 | -22 | 2 | 9 | -18 | 22
5 | CCCCn1c(SCC(=O)OC)nc2c1c(=O)n(C)c(=O)n2C | 5 | -9 | -8 | 15 | -4 | -11
6 | Nc1ccc(C(=O)O)cc1 | 17&-4&16 | 8&-6&6 | 10&-3&-5 | 8&-13&6 | -23&-2&-116 | -38&-3&11
7 | O=C(c1ccccc1F)n1c2c(c3ccccc31)CCCC2 | 0 | 9 | 14 | 6 | 12 | 17
8 | CC(C)N1CCC(=NNC(=O)c2ccccc2[N+](=O)[O-])CC1 | 8 | 6 | -8 | -5 | 16 | 1
9 | O=C(NCCCN1CCCC1=O)c1cccc(S(=O)(=O)Nc2ccc(Br)cc2)c1 | -2 | -6 | 11 | -4 | -1 | 12
10 | O=C(CSc1nccn(-c2cccc(F)c2)c1=O)Nc1ccc(Cl)cc1F | 16 | -19 | 1 | -19 | -8 | -28

nr | Shn3 inh set2 | NCOA1 inh | NR5A2 inv ag | NR2F2 inh | TROY signal inh
1 | -12 | -23 | -10 | -14 | 17
2 | -14 | 2 | -1 | -7 | 0
3 | 3 | -10 | 10 | -12 | 1
4 | 11 | -13 | 2 | 0 | 9
5 | -16 | 9 | -1 | -7 | 6
6 | -19&-1&1 | 10&-23&-3 | 30&-19&-5 | -3&3&-2 | -1&-4&2
7 | -32 | 5 | -4 | -17 | -13
8 | -14 | 3 | -8 | -7 | -12
9 | 2 | -3 | 7 | 1 | -16
10 | -22 | -7 | -3 | -27 | -54

Continuation.
nr | SMILES | KKLEB tox | CF NFkB inh | TRAIL sens C8 | SRC3 inh | EBV LMP1 NFkB | TWEAK Fn14 block
11 | O=C(NCc1ccccc1)c1cccnc1 | 13 | -9 | -8 | 2 | -2 | -27
12 | O=C(Cc1csc(N2CCOCC2)n1)N/N=C/c1cccc(O)c1 | 11 | 1 | 10 | -19 | 2 | -10
13 | O=C(NCc1cccc(Cl)c1)N1CCN(S(=O)(=O)c2ccccc2F)CC1 | 6 | 0 | 3 | 18 | 0 | 22
14 | C/C(=N/NC(=O)CNC(=O)c1ccncc1)c1ccco1 | 0 | 3 | -5 | 19 | -2 | 16
15 | CCN(CC)S(=O)(=O)c1ccc(NC(=O)c2ccc(OCC3CCCO3)cc2)cc1 (stereo unspecified) | 2 | 5 | 14 | -16 | 22 | 32
16 | CN(C)c1ccccc1C(=O)N1CCCC(Nc2ccc(F)cc2)C1 (stereo unspecified) | -2 | -3 | 9 | 10 | 3 | 8
17 | CCc1cccc(NC(=O)C2CCN(S(=O)(=O)c3c(C)noc3C)CC2)c1 | 7 | 4 | -5 | -8 | -3 | 4
18 | CC1(C)C(C#N)=C(N)Oc2c1c(=O)oc1ccccc21 | 3 | -20 | -15 | 8 | -21 | 4
19 | CSc1ccc(/C=C(/NC(=O)c2ccc(C)cc2)C(=O)Nc2cccc(C)c2)cc1 | -4 | -7 | 5 | 6 | 8 | -9
20 | O=C(NC(=S)Nc1ccc(CN2CCOCC2)cc1)c1ccco1 | 0 | -3 | 15 | -12 | -1 | -31

nr | Shn3 inh set2 | NCOA1 inh | NR5A2 inv ag | NR2F2 inh | TROY signal inh
11 | 9 | 2 | -6 | 29 | 6
12 | 7 | 0 | 2 | nt | 0
13 | -6 | -2 | -11 | -4 | -13
14 | 4 | -1 | 4 | 5 | -1
15 | 40 | 20 | 18 | 61* | 34
16 | 3 | 5 | -19 | 5 | 19
17 | 54 | -16 | 2 | -4 | -13
18 | 19 | 4 | -24 | -13 | -8
19 | 1 | 14 | -15 | 9 | 1
20 | -45 | -36 | -52 | -21 | -5

(continued)
nr | SMILES | KKLEB tox | CF NFkB inh | TRAIL sens C8 | SRC3 inh | EBV LMP1 NFkB | TWEAK Fn14 block
21 | O=C(NNc1ccc([N+](=O)[O-])cc1)c1ccco1 | -17 | -35 | 3 | 1 | -6 | 5
22 | COCCOc1nc2c(c(=O)n(C)c(=O)n2C)n1CCc1ccccc1 | -6 | 18 | 4 | 9 | 7 | -10
23 | CC(=O)N(CCCCN1C(=O)c2ccccc2C1=O)c1ccc(C)cc1 | -2 | -15 | 5 | 8 | 6 | 0
24 | COCCN(C(=O)CNC(=O)c1ccco1)C(C(=O)NC1CCCC1)c1ccccc1 (stereo unspecified) | 10 | -2 | -19 | 14 | 4 | -12
25 | COc1ccc(/C=N/NC(=O)CN(C2=NS(=O)(=O)c3ccccc32)c2ccccc2)cc1 | -24 | 21 | 6 | 0 | -10 | 4
26 | C=COCCNC(=O)C(=O)NCC(C)C | 1 | 1 | 2 | 12 | 1 | -8
27 | CC(C)(C)C1CCc2c(sc3ncn(N)c(=N)c23)C1 (stereo unspecified) | 2 | 2 | 7 | 2 | 3 | -18
28 | O=C(COc1ccccc1[N+](=O)[O-])NCC1(N2CCOCC2)CCCCC1 | -1 | -6 | 4 | 17 | -1 | -10
29 | O=C(NC(=S)Nc1nc2c(s1)CSc1ccccc1-2)c1ccccc1 | 6 | -1 | -9 | -19 | -10 | 21
30 | Cc1ccc(CN2CCN(/N=C/c3ccc(C)s3)CC2)c(C)c1 | 9 | -9 | 0 | 11 | 12 | -6

nr | Shn3 inh set2 | NCOA1 inh | NR5A2 inv ag | NR2F2 inh | TROY signal inh
21 | -15 | -1 | -11 | 10 | -12
22 | -6 | -6 | 7 | -8 | -2
23 | -12 | 3 | 13 | -9 | 9
24 | 1 | 11 | 4 | 5 | -3
25 | -22 | -1 | -5 | 5 | -10
26 | 10 | -6 | 4 | -64 | 4
27 | nt | 7 | -10 | 3 | 3
28 | 9 | -2 | 18 | -1 | -15
29 | 18 | -3 | 4 | 2 | 7
30 | -1 | 1 | 4 | 1 | -9

(listing goes on)
nr | SMILES | KKLEB tox | CF NFkB inh | TRAIL sens C8 | SRC3 inh | EBV LMP1 NFkB | TWEAK Fn14 block
31 | Cc1sc(-c2ccncc2)nc1OC(=O)c1ccc(Cl)cc1 | -6 | 9 | -5 | 0 | -2 | 37
32 | CC(=O)c1ccccc1NC(=O)COC(=O)c1cc(C)oc1C | 14 | -24 | 2 | -34 | 4 | -15
33 | CCN(CC)CCCOc1ccc(C)cc1Br | -4 | 3 | -11 | 20 | 3 | -7
34 | O=C(CNC(=O)c1cc2c(n(-c3ccccc3)c1=O)CCCC2=O)c1ccccc1 | 2 | -6 | -5 | 9 | -4 | -18
35 | O=C(Cn1nc(-c2ccccc2)oc1=O)OCC(=O)c1ccc(F)c(F)c1 | -5 | -14 | -11 | 2 | -3 | -19
36 | CCCCN(CCCC)CCNC(=O)c1cn(CC)c2ccc(S(=O)(=O)N3CCCC3)cc2c1=O | 0 | 10 | 15 | -9 | -9 | -4
37 | CC(C)(CN=C1NS(=O)(=O)c2ccccc21)CNC(=O)c1ccccc1 | 16 | -12 | -1 | 14 | -1 | 11
38 | Cc1ccc(C2C(C#N)=C(N)OC3=C2C(=O)CC(C)(C)C3)s1 (stereo unspecified) | 4 | -21 | 8 | -2 | 7 | 1
39 | COc1ccc(NS(=O)(=O)c2cccc(C(=O)NCC(c3ccco3)N3CCCC3)c2)cc1 (stereo unspecified) | 5 | -10 | -1 | -11 | 11 | 6
40 | CCCCNC(=O)CCn1nc(-c2ccc(Cl)cc2)ccc1=O | -4 | 4 | 3 | 2 | -4 | 23

nr | Shn3 inh set2 | NCOA1 inh | NR5A2 inv ag | NR2F2 inh | TROY signal inh
31 | -8 | -10 | -4 | 12 | 29
32 | 19 | -9 | 19 | 7 | 7
33 | 15 | -6 | 13 | -15 | -8
34 | -8 | -19 | 6 | -17 | 2
35 | 3 | -17 | 10 | 7 | 1
36 | 0 | -21 | -38 | 4 | 21
37 | -9 | -4 | -6 | -7 | 8
38 | -5 | -1 | -17 | 5 | 4
39 | -2 | -7 | -17 | 13 | 6
40 | 26 | -5 | -13 | 19 | 14

The results go on.
nr | SMILES | KKLEB tox | CF NFkB inh | TRAIL sens C8 | SRC3 inh | EBV LMP1 NFkB | TWEAK Fn14 block
41 | CC(=O)NS(=O)(=O)c1cccnc1Nc1ccc(Cl)cc1 | -3 | 3 | 1 | 19 | -20 | 15
42 | Cc1cc(C)c2nc(SCC(=O)N3CCCCC3)c(C#N)cc2c1 | -9 | 12 | -8 | 5 | 2 | -3
43 | CCOc1cc(/C=C2\CCC/C(=C\c3cc(Cl)c(O)c(OCC)c3)C2=O)cc(Cl)c1O | -50* | 52* | 3 | 49 | -37 | 77*
44 | CC(=O)NS(=O)(=O)c1ccc(N=c2ssc3c2-c2ccc(C)cc2NC3(C)C)cc1 | 8 | -22 | 8 | 11 | -4 | 13
45 | COc1ccc(OC)c(NC(=S)NN2CCOCC2)c1 | -4 | 15 | -13 | 22 | 6 | -16
46 | O=C(O)CC(SCC(=O)Nc1ccc(Cl)c(S(=O)(=O)N2CCOCC2)c1)C(=O)O (stereo unspecified) | -8 | 19 | -20 | 4 | -1 | -8

nr | Shn3 inh set2 | NCOA1 inh | NR5A2 inv ag | NR2F2 inh | TROY signal inh
41 | 1 | 13 | 6 | -11 | 3
42 | nt | -2 | 5 | -4 | 5
43 | 70 | 20 | 41 | 9 | 61*
44 | 6 | 7 | -19 | 3 | 0
45 | -10 | 23 | 2 | 5 | -13
46 | -28 | 0 | 3 | -7 | 1

Screens (PubChem BioAssay)

An excerpt (hit frequency here may not be typical).
